# Compound activity deposited in PubChem BioAssay by National Center for Advancing Translational Sciences (NCATS).
# Tau fluor counter = counter-screen for tau fibril formation inhibitors; Potency, µM (doses to about 57.7 µM), without a hit: at the top dose activity change, negative = decrease; tau K18 P301L Alexa594 fluorescence, heparin fibrillization; 280,000 tested, 0.93% active; also: % is scaled to controls: 0 for no effect and ±100 for the full control effect; nearly all actives have a fitted effect of over 55% in size
#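 Human tau K18 P301L (15 uM unlabeled, 0.24 uM Alexa 594-labeled) in 100 mM sodium acetate pH 7 with 20 uM heparin, 6 hr at 37 C. ThT 30 uM added, 1 hr ambient; Alexa 594 FP and total fluorescence read at 555/632 nm.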
# Tau FP inhib = tau fibrillization inhibition (FP). P10636. AID 1468. 280,000 tested, 0.39% active. K18 P301L tau heparin fibrillization, Alexa594 FP, 6 h. Potency, µM (doses to about 57.7 µM), inactives show top-dose activity, negative = inhibition, most hits filed as inhibitors; also: % is scaled to controls: 0 for no effect and ±100 for the full control effect; nearly all actives have a fitted effect of over 55% in size
# Target sequence (P10636 561-689 P618L limits assumed): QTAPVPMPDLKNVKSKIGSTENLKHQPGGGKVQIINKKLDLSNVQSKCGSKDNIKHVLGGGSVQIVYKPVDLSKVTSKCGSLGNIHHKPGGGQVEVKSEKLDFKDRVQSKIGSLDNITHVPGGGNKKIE
#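 Read-out: fluorescence polarization of Alexa 594-labeled tau (0.24 uM), 555 nm excitation, 632 nm emission. Mixtures held 15 uM unlabeled K18 P301L, compound and 20 uM heparin, pH 7 acetate buffer, incubated 6 hr at 37 C.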
# aGal spleen mod = alpha-galactosidase A (human) modulation | P06280 | human spleen homogenate, 4MU-alpha-Gal fluorescence, 40 min | Potency, µM (top dose mostly 80 µM), without a hit: at the highest dose activity change, negative = inhibition, usual class: inhibitors | 240,000 tested, 0.008% active | AID 2107;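 also: 0% = enzyme with vehicle and -100% = no enzyme basal signal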
# Target sequence (P06280 32-429 limits assumed): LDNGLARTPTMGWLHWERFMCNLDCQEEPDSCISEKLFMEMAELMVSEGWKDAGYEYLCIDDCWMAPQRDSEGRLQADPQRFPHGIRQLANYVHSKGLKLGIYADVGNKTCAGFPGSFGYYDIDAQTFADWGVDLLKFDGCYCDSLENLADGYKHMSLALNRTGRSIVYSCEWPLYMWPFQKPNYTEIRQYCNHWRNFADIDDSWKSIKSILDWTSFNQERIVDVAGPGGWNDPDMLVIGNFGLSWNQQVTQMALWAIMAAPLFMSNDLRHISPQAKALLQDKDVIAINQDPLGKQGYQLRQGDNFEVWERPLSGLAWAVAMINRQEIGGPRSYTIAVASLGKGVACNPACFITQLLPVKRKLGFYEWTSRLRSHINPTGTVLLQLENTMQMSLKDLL
#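 Inhibition or activation of alpha-galactosidase in human spleen homogenate is scored by 4-MU fluorescence after 40 min at 37C, pH 5.0, with 1 mM substrate. AC50s come from concentration-response fitted to the Hill equation.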
# GAA glycogen = GAA glycogen-cleavage inhibition or activation. P10253. recombinant GAA, glycogen substrate, Amplex Red glucose oxidase fluorescence. Potency, µM (titrated, usually from 76.4 µM), without a hit: at the highest dose activity change, negative = inhibition, most hits filed as inhibitors. 300,000 tested, 0.38% active;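 also: 0% = full enzyme reaction and -100% = no-enzyme basal signal; the screen sought inhibitors and activators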
#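 Recombinant human enzyme (4 nM); glycogen substrate; 37 C, 40 min, pH 5.0. Readout: coupled glucose oxidase/Amplex Red fluorescence.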
# GAA inh = blocks human lysosomal alpha-glucosidase. P10253. purified human GAA, 4-MU-alpha-glucoside fluorescence. Potency, µM (titrated, usually from 76.9 µM), inactives show at the top dose activity change, negative = inhibition, hits mostly inhibitors. 200,000 tested, 0.005% active;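 also: plate controls were uninhibited enzyme wells for no effect and no-enzyme background for full effect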
#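 Read-out is 4-methylumbelliferone fluorescence (Ex 365/Em 440 nm) after NaOH/glycine stop at pH 10. Enzyme 4 nM, substrate 400 uM, pH 5.0 citrate buffer, 20 min room temperature; AC50 from Hill-equation concentration-response.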
# Tau fibril ThT = inhibitors of human tau fibril formation, thioflavin T binding | P10636 | recombinant tau K18 P301L (four-repeat tau fragment), heparin-induced fibrillization, ThT fluorescence | Potency, µM (titrated, usually from 57.4 µM), for inactives: at the top dose activity, negative = inhibition, usual class: inhibitors | 270,000 tested, 2.1% active | AID 1460; also: % is scaled to controls: 0 for no effect and ±100 for the full control effect; nearly all actives have a fitted effect of over 55% in size
#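 Tau K18 P301L fragment (15 uM unlabeled plus 0.24 uM Alexa 594-labeled) in 100 mM sodium acetate pH 7 with compound, fibrillization induced by 20 uM heparin for 6 hr at 37 C. Thioflavin T (30 uM) added, fluorescence read after 1 hr (ex 450, em 510 nm).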
# aGlu spleen mod = lysosomal alpha-glucosidase (human) modulation; P10253; human spleen homogenate, 4-MU-alpha-glucoside fluorescence; Potency, µM (top dose mostly 79.9 µM), for the others: at the top dose activity change, negative = inhibition, most hits filed as inhibitors; 240,000 tested, 0.006% active; AID 2112;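 also: 0% = enzyme with vehicle and -100% = no enzyme basal signal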
#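 Human spleen homogenate (1 ug) with 4-methylumbelliferyl-alpha-D-glucopyranoside (1 mM final) in 50 mM citrate/phosphate pH 5.0, 0.01% Tween-20; 40 min at 37 C. Stopped at pH 10; 4-MU fluorescence Ex 365/Em 440 nm; AC50 by Hill fit.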
# HTT cytoprotect = Huntington cell model cytoprotection by ATP luminescence; AID 1471; PC12 HTT-Q103 induced, cytoprotection, ATP luminescence, 40 h; Potency, µM (doses to about 56.4 µM), for inactives: cytoprotection (ATP increase), usual class: activators; 230,000 tested, 0.14% active;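 also: % of control where 0% means no effect; nearly all actives have a fitted effect of over 45% in size; toxic huntingtin expression switched on by the ecdysone agonist tebufenozide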
#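 Readout: ATPlite luminescence (ATP level). Model: stable PC12, inducible Htt exon1 Q103-GFP. Inducer: tebufenozide, 100 nM final. Compounds: dose series. No G418 in medium.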
# Starred values were filed as active, the others as inactive; ? = inconclusive; . = not tested or not shown; & = joins results of further samples; [ ] = dose if it differs, or a comment. Calls follow the shape of the dose curve; as a rule, active = well fitted curve in the direction sought with a large enough effect; inconclusive = small, poorly fitted or top-dose-only effect, or another doubt; inactive = no such curve, though single readings can be large; an effect the other way counts as inactive or inconclusive. Potency is read from the fitted curve at half-maximal effect. Rows are unselected, and some 3.3% of all compounds hit somewhere here.
mol | GAA inh | GAA glycogen | aGlu spleen mod | Tau fluor counter | HTT cytoprotect | Tau FP inhib | aGal spleen mod | Tau fibril ThT
O=C(Cn1cnc2c(nnn2Cc2ccc(F)cc2)c1=O)N1CCCc2ccccc21 | ? | 5% | 4% | -10% | 4%[10 µM] | -6% | -3% | -10%
Cc1ccccc1-c1nc2ccccc2o1 | -2% | 2% | 6% | -5% | 9% | -2% | 7% | -7%
Cc1onc(-c2c(F)cccc2Cl)c1C(=O)N1CCCc2ccccc21 | -6% | -7% | -7% | -5% | -34% | -1% | 3% | -4%
O=S(=O)(c1cccc2nonc12)N1CCCCCC1 | -4% | -7% | 3% | 2% | -23% | 4% | 3% | 0%
COC(=O)CCN(C(=O)c1cccc([N+](=O)[O-])c1)c1ccccn1 | 1% | 3% | 9% | 1% | -4%[10 µM] | -7% | 4% | 4%
CC(C)C(c1nnnn1C1CCCCC1)N1CCOCC1 (stereo unspecified) | 2% | -1% | 6% | -1% | 6% | 7% | -5% | -6%
O=C(c1cc(N2C(=O)C3C4CCC(C4)C3C2=O)ccc1Cl)N1CCCCCC1 (stereo unspecified) | -1% | 6% | . | 6% | -25% | -7% | 6% | 3%
O=C(CSc1nnc(-c2cccnc2)n1Cc1ccco1)Nc1nc(-c2ccc(F)cc2)cs1 | -3% | -3% | 1% | -18% | -13% | -1% | 3% | -2%
Cc1cc(NC(=O)CCN2C(=O)/C(=C\c3ccccc3)SC2=S)no1 | 7%[15.4 µM] | 0% | 7% | -11% | 22%[10 µM] | -11% | 8% | -12%
Cc1nc(-n2nnc3ccccc32)c2c3c(sc2n1)CCCC3 | -2% | 5% | -7% | -10% | -5%[10 µM] | ? | -10% | ?

# The last 2 records of the section before come first, to join the parts.
mol | GAA inh | GAA glycogen | aGlu spleen mod | Tau fluor counter | HTT cytoprotect | Tau FP inhib | aGal spleen mod | Tau fibril ThT
Cc1cc(NC(=O)CCN2C(=O)/C(=C\c3ccccc3)SC2=S)no1 | 7%[15.4 µM] | 0% | 7% | -11% | 22%[10 µM] | -11% | 8% | -12%
Cc1nc(-n2nnc3ccccc32)c2c3c(sc2n1)CCCC3 | -2% | 5% | -7% | -10% | -5%[10 µM] | ? | -10% | ?
COCCOC(=O)CSc1ncccc1-c1nc2cc(C)c(C)cc2[nH]1 | 4% | -5% | 9% | -28% | -136%[inhibitor] | -7% | 13% | -14%
Cc1ccc(NC(=O)c2cc(C(C)(C)C)nn2Cc2ccccc2)cc1 | -16% | -6% | -10% | -25% | -9%[10 µM] | -2% | -4% | -13%
Clc1ccc2c(c1)CCc1cccnc1C2=C1CCNCC1 | -16%[15.4 µM] | 4%&6% | 0%&-3%&2%&-7% | -5%&3%&7%&-10% | -56%&12%&15%[inhibitor] | 6%&3%&1%&8% | -13%&-11%&-6%&14% | -6%&-5%&-3%&-11%
N=c1sccn1CC(=O)Nc1cc(S(=O)(=O)N2CCCCC2)ccc1Cl | -10% | 7% | 4% | -15% | 14%[10 µM] | 4% | 9% | -13%
CSc1ccc(CNCCN2CCOCC2)cc1 | 7% | -10% | 2% | -1% | 12%[10 µM] | 1% | 1% | -2%
CCc1ccc(NC(=O)C(=O)NCCN2CCN(Cc3ccc([N+](=O)[O-])cc3)CC2)cc1 | -8% | 5% | 0% | -7% | 20%[10 µM] | 0% | 3% | -10%
CC1CCC2(CC1)NC(CO)(CO)CO2 (stereo unspecified) | 1% | 5% | -18% | -4% | 1%[10 µM] | -7% | 5% | -7%
COC(=O)CN(c1ccc(Cl)cc1C)S(C)(=O)=O | -2% | 6% | -2% | -6% | 11%[10 µM] | -9% | -3% | -10%
Nc1ccnc2c1ncn2[C@@H]1O[C@H](CO)[C@@H](O)[C@H]1O | . | . | 0% | 7% | -48%[inhibitor] | 1% | -3% | 6%
Cn1cc(C(=O)Nc2ccc(Cl)cc2)c(C(F)(F)F)n1 | 3% | 12% | -3% | 0% | -38%[inhibitor] | -9% | -4% | 13%
CC(C)(C)NC(=O)CN(Cc1cccs1)C(=O)CCN1CCc2ccccc21 | 8% | ? | 4% | -3% | 20%[10 µM] | 11% | 4% | -6%
COC(=O)c1sccc1NC(=O)C1C2C=CC(O2)C1C(=O)O (stereo unspecified) | 0% | 8% | 6% | 0% | -3% | -6% | 10% | -6%
CC(NC(=O)c1cccnc1)C(c1cccs1)N1CCN(C)CC1 (stereo unspecified) | -1% | -18% | -2% | -8% | -8% | -9% | 1% | -8%
Cc1nnc(SCC(=O)NCC(=O)Nc2ccc(F)c(F)c2F)n1Cc1ccccc1 | -5% | 1% | 4% | -6% | -30% | -2% | 2% | -7%
O=C(/C=C/c1ccc(Br)cc1)NCc1cccs1 | 5% | -1% | -2% | -4% | -6%[10 µM] | 3% | -2% | -4%
Cc1ccc(-c2cn3c(n2)SCC3)cc1 | 0% | 0% | -12% | -12% | -61%[inhibitor] | 3% | 2% | ?
CCC(=O)N1CCN(c2cc(C)ccc2C)CC1 | 4% | -3% | -9% | 6% | 11% | 11% | -4% | 3%
CCOc1ccc(/C=N/Nc2ccc(C(F)(F)F)cc2[N+](=O)[O-])cc1O | -2% | ? | 2% | -6% | . | -5% | 6% | -4%
O=C(NN=C1CCCC1)c1ccccc1OCCOc1ccccc1 | 4% | 1% | . | 2% | -41% | 5% | -2% | -2%
Nc1ccc(-c2cnc[nH]2)cc1[N+](=O)[O-] | . | -2% | -9% | -12% | -8%[10 µM] | 3% | 9% | ?
Cc1ccc2nc(NC(=O)Cn3cc4c(n3)CCCCC4)sc2c1 | 0% | 3% | -2% | -13% | -16% | -8% | -1% | -13%
CC(C)c1ccc(N=c2c([N+](=O)[O-])nn(-c3ccc4c(c3)OCCO4)n2O)cc1 | -5% | -8% | -12% | ? | 5% | ? | 3% | ?
Clc1ccc(C2=NNC(=NCC3CCCO3)SC2)cc1 (stereo unspecified) | -2% | 0% | -6% | 3% | -16%[1.9 µM] | 5% | -6% | 10%
Cn1c(=O)c2c(nc(Sc3ncnn3CC(=O)NC3CCCCC3)n2C)n(C)c1=O | . | 3% | 6% | 4% | 6%[10 µM] | 0% | 15% | .
CCc1nnc(NC(=O)CSc2nc3c(c(=O)n2C)SC(C)C3)s1 (stereo unspecified) | 6% | -2% | -6% | -6% | -8% | 4% | 2% | -9%
Cc1ccc(Cl)cc1N1CCN(C(=O)c2cc3c(=O)oc4ccccc4c3s2)CC1 | . | 15%[76.3 µM] | . | -11% | . | 0% | . | -10%
COc1ccc(/C=C2\N=C3CCCN3C2=O)cc1 | . | 1% | 3% | -8% | 4%[10 µM] | -10% | 2% | .
O=C(/C=C/c1ccccc1)N1c2ccccc2Sc2ccc(C(F)(F)F)cc21 | -1% | -9% | -4% | -20% | 10%[10 µM] | -11% | -5% | -8%
Cc1cc(Nc2ccc(F)c(F)c2)nc(-c2ccccc2O)n1 | . | 2% | 3% | -23% | 7%[10 µM] | ? | 1% | -3%
C/C=C(\C)CN1CCN(c2ccccc2)CC1 | -2% | -10% | -10% | -15% | -11% | 4% | -13% | ?
Cc1ccccc1NC(=O)NCCc1c[nH]c2ccccc12 | -16%[15.4 µM] | -4% | 0% | -13%&-26% | . | 18%&3% | -10% | ?
COC(=O)c1cc(Sc2cccc(Cl)c2Cl)ccn1 | 4% | 0% | -2% | -6% | -51%[inhibitor] | 6% | -3% | -10%
Cc1nc2c(C)cccc2cc1C(=O)N/N=C/c1cccc([N+](=O)[O-])c1 | -3% | 11% | -11% | -23% | 10%[0.074 µM] | 1% | -1% | ?
CCOC(=O)C1CCCN(C(=O)c2cnn3c(C(F)F)cc(-c4ccc(C)cc4)nc23)C1 (stereo unspecified) | ? | 6% | -2% | 0% | ? | 10% | 7% | -17%
COc1ccc(CN2CCCCC2C)c(C)c1C (stereo unspecified) | -28% | 1% | -3% | 4% | 1% | 4% | -9% | 6%
COCCNC(=O)Cn1nc(C)c([N+](=O)[O-])c1C | -6% | 11% | 2% | -3% | 0%[10 µM] | 3% | -13% | -4%
COc1ccc(-c2ccccc2C2NC(C(=O)O)CCC2C)cc1 (stereo unspecified) | . | . | -9%[17.4 µM] | -8%[11.6 µM] | -3%[10 µM] | 6%[11.6 µM] | -5%[17.5 µM] | -4%[11.5 µM]
CCOc1ccc(CC(C(N)=O)C(N)=O)cc1 | 1% | 6% | 2% | 2% | 9%[10 µM] | -5% | 3% | 1%
O=C(CSc1nc2ccccc2c(=O)n1-c1ccccc1)NCc1ccc2c(c1)OCO2 | -13% | 6% | -10% | -8% | 2% | -2% | -7% | 1%
O=C(NC1CC1)c1ccc(S(=O)(=O)NCC2CCCCC2)cc1 | -20% | 0% | -5% | 5% | -10%[10 µM] | 5% | 0% | 9%
CN1CCN(C(=O)c2cc3c(n(-c4ccccc4)c2=O)CC(C)(C)CC3=O)CC1 | 3% | -8% | 8% | 10% | -23% | -5% | 14% | 3%
COc1cc(OC)c2c(-c3cccc(-c4ccc(NC(C)=O)cc4)c3)cc(=O)oc2c1 | . | . | 1% | ? | -262%[inhibitor] | -14%[81.3 µM] | -5% | -4%[81.4 µM]
N=C(N)SCc1ccccc1Cl | -7% | 0% | 0% | 5% | . | 3% | -1% | -9%
CNc1ncnc(Sc2ccc(Cl)cc2)c1[N+](=O)[O-] | -7% | 9% | -1% | -18% | 11%[10 µM] | -4% | 5% | -13%
CCCC(c1nnnn1C(C)(C)CC)N1CCN(C2CCCC2)CC1 (stereo unspecified) | -1% | -6% | 0% | -8% | 4% | 2% | 2% | -12%
N#Cc1cccc(C#N)c1N1CCC(C#N)CC1 | 4% | -5% | . | 4% | -21% | 4% | 14% | -1%
COc1ccc(NC(=O)COC(=O)c2ccc(O)cc2)c([N+](=O)[O-])c1 | -8% | 0% | -12% | ? | 2%[10 µM] | 6% | -1% | ?
CNC(=O)CN1C(=O)C2C3C=CC(C3)C2C1=O (stereo unspecified) | 6% | 0% | -4% | 4% | 18%[10 µM] | -1% | 0% | -1%
C=CCn1c(SCC(=O)O)nnc1-c1cccc(Cl)c1 | -4% | -17% | 0% | 10% | 6%[10 µM] | 4% | -1% | 2%
